PGC1a acetyl inh: modulators of PGC1a acetylation; inhibition, % at 15.6 µM; hit rate 0.17% among 350,000; U2OS PGC1a acetylation, AlphaScreen anti-acetyl-lysine; with virally co-expressed GCN5 acetyltransferase;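 active = every replicate shows inhibition of at least 40%; inconclusive = mean inhibition at least 40% but some replicate below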;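 also: 0% = neutral control wells and 100% = positive control wells; some results beyond the cut were filed as inactive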
RAD54 inh: blocks human RAD54 Holliday junction branch migration. Q92698. hit rate 0.14% among 360,000. FAM/BHQ fluorescence. inhibition, % at 10.4 µM. AID 602329;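 active = mean normalized replicate activity at least 40 and at least half of replicates scoring 40 or more; inconclusive = only one of the two criteria met; inactive = mean below 40 and under half of replicates reaching 40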;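 also: 0% = median of neutral control wells and 100% = median of positive control wells; inhibitors cause a drop in the FAM fluorescence signal; in these data hits start at about 50%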
miR-122 sensor: inhibitors of miR-122 in Huh7 cells; Huh7 miR-122 Renilla luciferase sensor, 48 h; neutral wells = 0, positive control = 100; activation (reporter increase), % at 12.5 µM; hit rate 0.3% among 340,000;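 active = mean replicate activation score at least 90 and every replicate individually at or above 90; inconclusive = only one of the two criteria met; inactive = neither criterion met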;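 also: higher luciferase means less miR-122 activity so hits act as miR-122 inhibitors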
ERAP1 HTS inh: blocks human ERAP1 aminopeptidase activity; inhibition, % at 10.7 µM; recombinant ERAP1, Leu-AMC fluorescence, 60 min; hit rate 0.15% among 340,000; AID 652197; Q9NZ08;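 active = mean replicate inhibition of at least 30%, or all replicates individually reaching that 30% level; inactive = mean below 30% and not every replicate reaching it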;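 also: 0% = neutral control wells and 100% = L-leucinethiol positive control wells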
PglD DTNB: inhibitors of Campylobacter jejuni PglD acetyltransferase. inhibition, % at 12.5 µM. purified PglD enzyme, DTNB colorimetric CoA detection. AID 602405. hit rate 0.098% among 360,000; in the data active = inhibition above about 16%, passing the limit was not always enough; inconclusive = no clear call, values can overlap the other calls; also: strong numbers were not always called active
E-sel inducer: E-selectin induction on HUVECs | hit rate 0.37% among 260,000 | P16581 | activation, % at 7.58 µM | HUVEC E-selectin immunofluorescence imaging; normalized: neutral wells 0, TNF-alpha wells 100;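 active = mean E-selectin-positive cell signal at least 10% of the positive control, reached in at least 60% of replicates, without over 20% cell loss; inconclusive = no rule given, readout overlaps actives, possibly toxicity-flagged; inactive = the rest, including those meeting only one limit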;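 also: in these data hits start at about 27%; measured in HUVEC primary endothelial cells; signal is the percent of cells scored E-selectin positive by PE staining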
Target sequence (P16581 whole entry, looked up): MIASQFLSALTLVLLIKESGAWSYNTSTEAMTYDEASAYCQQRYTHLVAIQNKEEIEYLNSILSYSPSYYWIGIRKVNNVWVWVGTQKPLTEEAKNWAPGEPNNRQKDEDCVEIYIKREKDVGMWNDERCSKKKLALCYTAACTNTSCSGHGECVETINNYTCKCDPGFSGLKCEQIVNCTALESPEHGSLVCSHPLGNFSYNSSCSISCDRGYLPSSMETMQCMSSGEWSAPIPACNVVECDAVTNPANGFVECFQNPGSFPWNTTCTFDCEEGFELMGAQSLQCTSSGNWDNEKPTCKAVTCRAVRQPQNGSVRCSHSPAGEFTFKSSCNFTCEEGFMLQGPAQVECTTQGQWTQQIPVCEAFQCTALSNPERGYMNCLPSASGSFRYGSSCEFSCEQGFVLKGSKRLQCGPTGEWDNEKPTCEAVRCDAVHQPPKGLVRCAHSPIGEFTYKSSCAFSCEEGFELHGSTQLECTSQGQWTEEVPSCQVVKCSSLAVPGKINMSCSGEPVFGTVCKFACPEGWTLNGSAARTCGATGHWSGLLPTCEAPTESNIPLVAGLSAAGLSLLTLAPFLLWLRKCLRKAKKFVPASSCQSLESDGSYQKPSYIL
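Material: HUVEC primary endothelial cells; Amount: 3,000 cells per well; Dosing: single concentration; Medium: EGM-2 growth medium on 0.1% gelatin-coated wells; Read-out basis: percent E-selectin-positive cells; Signal: immunofluorescence imaging; Control set: TNF-alpha, DMSO.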
RAD52 anneal inh: blocks human RAD52 DNA annealing | inhibition, % at 18.7 µM | AID 651710 | P43351 | recombinant RAD52 DNA annealing, FRET fluorescence | hit rate 0.46% among 360,000;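 active = every replicate showing at least 50% inhibition; inconclusive = mean inhibition at least 50% but not in every replicate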
Target sequence (P43351 whole entry, looked up): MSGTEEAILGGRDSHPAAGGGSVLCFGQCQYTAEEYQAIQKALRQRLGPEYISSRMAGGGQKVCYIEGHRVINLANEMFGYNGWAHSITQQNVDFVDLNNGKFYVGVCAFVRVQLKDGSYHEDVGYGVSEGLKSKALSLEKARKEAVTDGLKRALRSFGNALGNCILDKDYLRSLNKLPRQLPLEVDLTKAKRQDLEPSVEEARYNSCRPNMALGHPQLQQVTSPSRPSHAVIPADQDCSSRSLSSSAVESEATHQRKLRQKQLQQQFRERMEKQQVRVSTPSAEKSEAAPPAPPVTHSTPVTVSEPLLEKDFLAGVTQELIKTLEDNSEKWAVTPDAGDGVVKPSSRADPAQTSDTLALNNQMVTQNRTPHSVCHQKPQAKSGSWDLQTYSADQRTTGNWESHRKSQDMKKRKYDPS
Cneo AK release: Cryptococcus neoformans lysis via adenylate kinase release; C. neoformans lysis, adenylate kinase release luminescence, 4 h; normalised: neutral wells 0, clomiphene wells 100; lysis activity, % at 15 µM; hit rate 0.2% among 360,000;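 active = mean lysis activity across replicates of at least 80%, whatever share of replicates individually reach that level; inactive = mean lysis activity below 80%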
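Assay system: log-phase C. neoformans yeast / Quantity: yeast cell density of 5 × 10^6 cells/mL / Medium: fresh YPD growth medium / Compound: single dose / Timing: static 4 h at 37 °C with compound, 1 h detection / Measured by: adenylate kinase release luminescence / Read-out: lysis from increased AK signal / Benchmarks: Clomiphene as positive lysis control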
Starred values were filed as active, the others as inactive; ? = inconclusive; . = not tested or not shown; [ ] = dose if it differs, or a comment. Outcome played no part in choosing rows. About 1.4% of those tested had a hit in this group.

SMILES	PGC1a acetyl inh	RAD54 inh	miR-122 sensor	ERAP1 HTS inh	PglD DTNB	E-sel inducer	RAD52 anneal inh	Cneo AK release
Cc1cccc(CN2C[C@]34CC[C@@H](C[C@@H]3S2(=O)=O)O4)c1	.	0	2	.	2	0.0	.	-3
C[C@@H]1CN([C@H](C)CO)S(=O)(=O)c2ccc(C#CC3CC3)cc2O[C@H]1CN(C)Cc1ccccc1F	4	4	10[16.7 µM]	0	0	-0.3	15	5
COC(=O)C1Sc2[nH]c(=O)sc2C(c2ccc(Cl)cc2)C1C(=O)OC (stereo not drawn)	-1	5	3	-6	0	-0.1	-9	0
Cc1cccc(C)c1OCCCN1CCCC1	-11	-1	2	.	5	.	.	4
CN1[C@@H]2c3ccc(-c4ccccc4)c(=O)n3C[C@H]1[C@H](CO)[C@H]2C(=O)NCCCN1CCOCC1	.	-1	-2[16.7 µM]	1	-2	0.2	7	59
O=c1c2c(nc3n1CCCCC3)sc1c(O)c(Br)ccc12	-4	-1	-1	-2	.	.	0	-6
C[C@@H]1CN([C@H](C)CO)C(=O)c2cc(Br)cnc2O[C@@H]1CN(C)Cc1ccccc1	-2	1	-3[16.7 µM]	-1	2	-0.2	6	4
O=C(CS(=O)(=O)Cc1ccccc1)c1ccccc1	2	15	7	2	0	0.0	-5	1
Cc1ccc(NCc2nnc(SC(C)C(=O)N/N=C/c3ccc(C)o3)n2-c2ccccc2)cc1 (stereo not drawn)	.	1	3	.	3	.	.	1
COc1cc(C2C(C#N)=C(N)OC3=C2C(=O)CC(C)(C)C3)ccc1OC(=O)N1CCOCC1 (stereo not drawn)	0	-11	7	0	-2	.	-2	-1
C[C@@H]1CN([C@H](C)CO)C(=O)c2cccc(NC(=O)NC3CCCCC3)c2O[C@H]1CN(C)C(=O)NC1CCCCC1	2	3	-1[16.7 µM]	3	1	1.1	2	-2
O=c1[nH]nc(-c2n[nH]c(=O)o2)o1	.	.	13	1	.	0.1	-16	.
Cc1nn(Cc2ccc([N+](=O)[O-])cc2)c(=O)n1-c1cccc(F)c1	-2	-9	9	.	.	-1.0	.	2
COc1ccc(CC(=O)NCc2ccccc2)cc1OC	-13	8	-1	-2	2	.	-1	3
O=C(C[C@H]1C=C[C@H](NC(=O)Cc2ccccn2)[C@H](CO)O1)NCCCN1CCOCC1	2	3	.	-1	0	-0.1	-8	-6
O=C(C[C@@H]1CC[C@H](NC(=O)c2ccccc2)[C@@H](CO)O1)NCc1ccncn1	4	0	.	3	2	0.0	7	1
C[C@@H]1CN([C@@H](C)CO)C(=O)c2cc(NS(C)(=O)=O)ccc2O[C@@H](C)CCCCO[C@@H]1CN(C)Cc1ccncc1	-12	10	4[16.7 µM]	-3	1	0.0	0	-6
C[C@@H]1CN([C@@H](C)CO)C(=O)CCCn2nncc2CO[C@@H]1CN(C)Cc1ccc2c(c1)OCO2	2	-4	2[16.7 µM]	-1	1	0.8	12	7
COc1ccc([C@@H]2C[C@H]3[C@@H](CN2S(=O)(=O)c2ccccc2)C(=O)C[C@@H](c2ccccc2F)N3S(=O)(=O)c2ccc(C)cc2)cc1	14	-1	7	.	-3	-3.9	-25	-2
CC(=O)Nc1cccc(-c2ccnc3c2CC(C(=O)Nc2cccc(NS(C)(=O)=O)c2)O3)c1 (stereo not drawn)	13	2	2	-2	3	?	-6	-2
O=C(CC(F)(F)F)N1C[C@@H]2[C@H](c3ccccc31)[C@@H](CO)N2Cc1cccnc1	4	-2	7[16.7 µM]	-1	-1	0.5	-35	10
CSc1ccccc1NC(=O)c1c(C)noc1C	9	-8	2	.	2	.	.	6
CSCCC(NC(=O)c1ccccc1Cl)C(=O)OCC(=O)N1CCCC1=O (stereo not drawn)	6	-13	-3	0	4	-0.2	-7	-1
O=C(c1ccccc1)N1CC2(C1)[C@H](c1ccccc1)[C@@H](CO)N2Cc1ccccn1	11	.	.	-1	.	0.0	-20	.
O=C(c1ccc(Cl)c(S(=O)(=O)N2CCCCCC2)c1)N1CCN(c2ccccc2O)CC1	-7	.	.	-1	.	-0.8	-12	.
CC1CCN(CCC(=O)Nc2ccc3c(c2)CCC3)CC1	2	-10	-3	.	-1	.	.	0
O=C(CCCN1C(=O)c2cccnc2C1=O)Nc1ccc(Br)cc1	-10	-2	-2	1	-7	-0.1	-13	4
O=C(COc1ccc(S(=O)(=O)NCc2ccccc2)cc1)NCc1cccnc1	-28	2	16	-7	3	.	0	-3
CC(=O)N=Nc1[nH]c(N)c2ccccc12	-10	4	-1	12	-3	.	-2	-6
CCN(CCN(C)C)C(=O)c1ccc2nc(C)c(N(C)C(=O)CCc3ccccc3)n2c1	.	14	-1	-3	5	-0.1	-15	0
COC(=O)C1(Cc2ccc(O)c(CC3OC3(C)C)c2)OC(=O)C(O)=C1c1ccc(O)cc1 (stereo not drawn)	36	12	2	1	-2	.	-10	-1
COc1cccc(S(=O)(=O)N2CCCCN3[C@H](CO)[C@H](c4ccc(-c5cccnc5)cc4)[C@@H]3C2)c1	4	-7	4[16.7 µM]	1	-4	0.0	19	3
COC(=O)C1=C(C)NC(C)=C(C(=O)OC)C1C(=O)OCC(=O)c1ccc(F)cc1	1	.	.	14	.	0.0	-16	.
Cc1ccc(-n2cc(CNCCN3CCOC3=O)c(-c3ccc(F)cc3)n2)cc1	-2	-27	.	-3	1	2.7	-52	-3
COC(=O)C1=C(C)NC(=O)C1(Nc1ccc(Cl)cn1)C(F)(F)F (stereo not drawn)	1	3	3	.	4	.	.	0
CCOc1cc(/C=C/C(=O)c2ccc(C)cc2)ccc1OCC(=O)N(C)C	19	1	-8	2	2	-1.0	-11	1

5 records picked at random from those above, as already listed:
SMILES	PGC1a acetyl inh	RAD54 inh	miR-122 sensor	ERAP1 HTS inh	PglD DTNB	E-sel inducer	RAD52 anneal inh	Cneo AK release
CC(=O)Nc1cccc(-c2ccnc3c2CC(C(=O)Nc2cccc(NS(C)(=O)=O)c2)O3)c1 (stereo not drawn)	13	2	2	-2	3	?	-6	-2
COC(=O)C1Sc2[nH]c(=O)sc2C(c2ccc(Cl)cc2)C1C(=O)OC (stereo not drawn)	-1	5	3	-6	0	-0.1	-9	0
COc1cc(C2C(C#N)=C(N)OC3=C2C(=O)CC(C)(C)C3)ccc1OC(=O)N1CCOCC1 (stereo not drawn)	0	-11	7	0	-2	.	-2	-1
Cc1cccc(C)c1OCCCN1CCCC1	-11	-1	2	.	5	.	.	4
O=C(C[C@H]1C=C[C@H](NC(=O)Cc2ccccn2)[C@H](CO)O1)NCCCN1CCOCC1	2	3	.	-1	0	-0.1	-8	-6

(listing goes on)
SMILES	PGC1a acetyl inh	RAD54 inh	miR-122 sensor	ERAP1 HTS inh	PglD DTNB	E-sel inducer	RAD52 anneal inh	Cneo AK release
COc1ccc(NC(=O)N(C)C[C@@H]2Oc3ccc(NC(=O)Nc4ccc(C(F)(F)F)cc4)cc3CC(=O)N([C@@H](C)CO)C[C@H]2C)cc1	-1	2	-2[16.7 µM]	2	-3	0.6	-6	42
O=C1N[C@@H](Cc2c[nH]c3ccccc23)COC(=O)[C@@H](Cc2ccc(F)cc2)C/C=C\C[C@H]1CC(=O)N(CCO)Cc1ccccc1	0	1	6	-3	0	0.0	-50	0
Nn1c(SCc2ccc(F)cc2)nnc1-c1ccncc1	6	3	-3	1	7	2.3	-9	1
O=C(O)CN1C(=O)/C(=C\C(Br)=C\c2ccccc2)SC1=S	-10	-4	-3	5	-1	1.6	-131	1
O=C(NCCc1c[nH]c2ccccc12)C(F)(F)F	1	3	-2	.	3	.	.	-1
C[C@H]1CN([C@@H](C)CO)C(=O)Cc2cc(NC(=O)c3ccncc3)ccc2O[C@@H]1CN(C)Cc1ccncc1	11	-8	2[16.7 µM]	4	-1	0.1	13	8
CCCC(c1nnnn1CC1CCCO1)N1CCN(c2nc3ccccc3s2)CC1 (stereo not drawn)	-6	-7	9	.	-4	.	.	-2
CCN1CNC(=S)N(c2ccccc2C)C1	8	-9	1	2	-5	2.1	-3	-4
CC(C)c1ccc(S(=O)(=O)N2CCC(C(=O)NCC3(N(C)C)CCCCC3)CC2)cc1	-5	0	0	1	-2	.	10	-1
COc1nc(Nc2nc3ccccc3c(=O)[nH]2)nc2ccc(C)cc12	-2	-2	10	-2	1	.	-1	1
O=C(c1cnn2c(C(F)F)cc(C3CC3)nc12)N1CCOCC1	4	-4	2	.	1	.	.	-1
COc1cc(C(C)=O)ccc1OC(=O)C(C)N1C(=O)c2ccccc2C1=O (stereo not drawn)	1	-2	.	.	3	.	.	3

Single records (already shown). Screens in order: PGC1a acetyl inh, RAD54 inh, miR-122 sensor, ERAP1 HTS inh, PglD DTNB, E-sel inducer, RAD52 anneal inh, Cneo AK release
Record of `O=C1N[C@@H](Cc2c[nH]c3ccccc23)COC(=O)[C@@H](Cc2ccc(F)cc2)C/C=C\C[C@H]1CC(=O)N(CCO)Cc1ccccc1` → 0, 1, 6, -3, 0, 0.0, -50, 0
Record of `CCN1CNC(=S)N(c2ccccc2C)C1` → 8, -9, 1, 2, -5, 2.1, -3, -4
Record of `COc1nc(Nc2nc3ccccc3c(=O)[nH]2)nc2ccc(C)cc12` → -2, -2, 10, -2, 1, ., -1, 1
Record of `C[C@H]1CN([C@@H](C)CO)C(=O)Cc2cc(NC(=O)c3ccncc3)ccc2O[C@@H]1CN(C)Cc1ccncc1` → 11, -8, 2[16.7 µM], 4, -1, 0.1, 13, 8

(next part)
SMILES	PGC1a acetyl inh	RAD54 inh	miR-122 sensor	ERAP1 HTS inh	PglD DTNB	E-sel inducer	RAD52 anneal inh	Cneo AK release
CC1CC(=O)N(CC(=O)N2CCCC2)c2ccccc2S1 (stereo not drawn)	17	.	-11	6	.	.	-4	.
CCOc1ccc(Nc2nc(N3CCCCC3)nc(N3CCCCC3)n2)cc1	1	-3	.	.	-2	.	.	0
Cc1cccc(NC(=S)NC2CC3CCCC(C2)N3CC(C)C)c1C (stereo not drawn)	1	2	-11	.	-3	-2.4	.	-1
CCOc1ccc(N2C(=O)CC(NCc3ccc(F)cc3)C2=O)cc1 (stereo not drawn)	-3	8	4	.	3	.	.	0
CCNc1nc(C)nc2c1cnn2C	13	-2	2	-5	-2	1.1	-43	0
COCCN(C(=S)Nc1ccc(OC)c(Cl)c1)C1CCN(C(C)C)CC1	2	-5	-5	-2	2	-0.1	-13	0
O=C(NNC(=S)NC1CCCCC1)c1cccs1	1	5	53	.	3	11	.	7
Cc1oc2ccc(OCc3ccccc3F)cc2c1C(=O)O	-6	-12	-2	.	-1	.	.	0
COc1ccc2nc(Nc3nc(-c4cc5ccccc5oc4=O)cs3)sc2c1	5	-4	0	.	-2	-0.2	.	.
CC(OC(=O)C1CC1)C(=O)Nc1cc(C(F)(F)F)ccc1Cl (stereo not drawn)	.	3	5	4	-3	.	1	-1
CC(=O)N(C)C[C@H]1Oc2ncc(-c3cccc(F)c3)cc2C(=O)N([C@@H](C)CO)C[C@@H]1C	-3	12	20[16.7 µM]	-3	1	0.2	4	4
Cc1ccc([N+](=O)[O-])c(OCCCN2CCC(Cc3ccccc3)CC2)c1	.	18	1	3	9	.	17	7
CC(C)c1ccc(N(CC(=O)NCC2CCCO2)C(=O)CCC(=O)Nc2nccs2)cc1 (stereo not drawn)	.	-7	.	-4	3	0.4	-12	-3

Screens from PubChem.
